# Source: PubChem BioAssay (several laboratories)
# AID2073: inhibitors of Mint1-CaV2.2 protein interaction, biochemical, HTRF (AID 2073). Voltage-dependent N-type calcium channel subunit alpha-1B (Homo sapiens). HTRF protein-protein interaction, Mint1-CaV2.2; higher % means a stronger effect. one-dose inhibition, % at 20 µM; IC50 in µM for titrated hits. 290,000 compounds, 0.19% hits; in the data active means inhibition mostly above about 51%, no sharp cut-off; inconclusive means no clear call, values can overlap the other calls; inactive means mostly below about 53%; further: some results filed as inactive read as strong as hits
# SIAH1 antagonists: Siah-1 peptide-binding antagonists, primary screen, biochemical, fluorescence polarization, rhodamine-plectin, uHTS (AID 1817); Siah-1 / rhodamine-plectin peptide fluorescence polarization; higher % means a stronger effect; displacement, % at 20 µM; hits with a dose series show IC50 in µM; 290,000 compounds, 0.02% hits;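 active means displacement of at least 50% at 20 µM, with a fluorescence ratio check between 0.3 and a set limit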;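 further: plate controls were Siah plus tracer with DMSO for no effect and tracer alone without Siah for full effect; strong numbers were not always called active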
# NS5 inhibitors: Dengue-2 NS5 methyltransferase inhibitors, primary screen, biochemical, confirmation dose response (AID 588689) | 340,000 compounds, 0.3% hits | inhibition, % at 25 µM, or IC50 in µM where a hit was titrated | Genome polyprotein (Dengue virus type 2 (strain 16681-PDK53)) | Dengue-2 NS5 methyltransferase capping enzyme assay, biochemical; higher % means a stronger effect; in the data active means a potency from the dose series; inconclusive means inhibition above about 29% without an active follow-up result
# HIV peptide binding: inhibitors of HIV fusion peptide binding, primary screen, biochemical, uHTS, fluorescence dequenching (AID 1986). cell-free peptide binding, fluorescence dequenching, 30 min; higher % means a stronger effect. one-dose inhibition, % at 20 µM; IC50 in µM for titrated hits. 290,000 compounds, 0.3% hits; in the data active means inhibition mostly above about 52%, no sharp cut-off; inactive means mostly below about 76%; further: some results filed as inactive read as strong as hits
# GPR35 antagonists: GPR35 antagonists blocking zaprinast-driven arrestin recruitment, primary screen, imaging, U2OS, beta-arrestin-GFP, zaprinast agonist (AID 2058); 290,000 compounds, 0.052% hits; G-protein coupled receptor 35 (Homo sapiens); inhibition, % at 10 µM; hits with a dose series show IC50 in µM; U2OS GPR35 beta-arrestin-GFP translocation imaging, zaprinast antagonism; higher % means a stronger effect;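 active means inhibition of at least 50% with at least 30 cells and total cytoplasm GFP at most 10,000,000; inconclusive means under 30 cells or total GFP of 10,000,000 plus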
# UTI89 phage lysis: inhibition of K1F phage lysis, E. coli UTI89, bacterial capsule biogenesis inhibitors, alamar blue (AID 488966) | E. coli UTI89 K1F phage lysis, alamar blue, 2 h; higher % means a stronger effect | one-dose inhibition, % at 100 µM; IC50 in µM for titrated hits | 340,000 compounds, 0.02% hits;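 active means phage lysis inhibition, versus mean bacterial control, above a set limit; inconclusive means no clear call, values can overlap the other calls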;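 further: capsule biogenesis inhibitors block K1F phage lysis so surviving cells raise fluorescence; higher fluorescence means more inhibition of phage lysis; actives were called in the ten point dose series up to 300 µM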
# GPR55 beta-arrestin: GPR55 agonists via beta-arrestin recruitment, primary screen, imaging, U2OS cells, beta-arrestin-GFP redistribution (AID 1961); one-dose activation, % at 10 µM; EC50 in µM for titrated hits; U2OS GPR55 beta-arrestin-GFP redistribution imaging; higher % means a stronger effect; G-protein coupled receptor 55 (Homo sapiens); 290,000 compounds, 0.048% hits;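 active means activation above 40% with more than 50 cells counted in the well; inconclusive means wells holding fewer than 50 cells, flagged as toxic or sparse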;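 further: U2OS osteosarcoma cells stably expressing GPR55 and beta-arrestin-GFP; plate controls were DMSO negative control for no effect and LPI positive control for full effect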
# NTR1 ag: agonists of NTR1, primary screen, imaging, U2OS cells, beta-arrestin-GFP, high content (AID 493036); Neurotensin receptor type 1 (Homo sapiens), P30989; NTR1-U2OS beta-arrestin-GFP spot imaging, agonist mode; activation, % at 20 µM; 330,000 compounds, 0.17% hits;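 active means activation at or above 40% of the spot to cytoplasm intensity ratio, with at least 20 cells analyzed; inconclusive means wells under 20 cells, flagged as cytotoxic or low count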;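 further: 0% = DMSO without peptide and 100% = 100 nM NTR1 peptide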
# Target sequence (P30989 whole entry, looked up): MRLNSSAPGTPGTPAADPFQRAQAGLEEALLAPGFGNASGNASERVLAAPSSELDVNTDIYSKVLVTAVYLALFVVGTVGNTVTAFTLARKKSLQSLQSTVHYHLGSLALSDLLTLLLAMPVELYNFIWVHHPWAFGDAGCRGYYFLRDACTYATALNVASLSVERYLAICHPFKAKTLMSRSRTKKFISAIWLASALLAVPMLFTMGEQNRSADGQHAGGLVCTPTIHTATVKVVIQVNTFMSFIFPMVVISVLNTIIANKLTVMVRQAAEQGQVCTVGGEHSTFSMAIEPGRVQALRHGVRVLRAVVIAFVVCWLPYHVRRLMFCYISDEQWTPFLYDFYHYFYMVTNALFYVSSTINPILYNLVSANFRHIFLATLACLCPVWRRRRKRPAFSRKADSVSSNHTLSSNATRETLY
# GPR55 antagonists: GPR55 antagonists blocking LPI-driven arrestin recruitment, primary screen, imaging, U2OS, beta-arrestin-GFP, LPI agonist (AID 2013); G-protein coupled receptor 55 (Homo sapiens); U2OS GPR55 beta-arrestin-GFP translocation imaging, LPI antagonism; higher % means a stronger effect; inhibition, % at 10 µM, or IC50 in µM where a hit was titrated; 290,000 compounds, 0.13% hits;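 active means spots per cell inhibited over 60%, with over 100 cells counted and total cytoplasm intensity under 500,000; inconclusive means wells with under 100 cells, flagged as likely toxic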;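 further: U2OS cells stably carrying GPR55 and arrestin-GFP stimulated by 5 µM LPI near EC80; imaged beta-arrestin-GFP aggregate spots per cell after agonist stimulation; plate controls were LPI-stimulated DMSO wells for no effect and DMSO wells without LPI for full effect; some results filed as inactive read as strong as hits; confirmed hits need IC50 under 10 µM and bright autofluorescent wells are also inconclusive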
# NTR1 ag cell count 20 µM: recorded beside NTR1 ag, whose call it bears; cell count; measured here: cell count, cytotoxicity flag
# Starred values were filed as active, the others as inactive; ? = inconclusive; . = no result given; [ ] = another dose, or the depositor's remark.
Molecule	HIV peptide binding	GPR35 antagonists	GPR55 beta-arrestin	NTR1 ag	SIAH1 antagonists	UTI89 phage lysis	GPR55 antagonists	AID2073	NS5 inhibitors	NTR1 ag cell count 20 µM
CCOc1ccccc1NC(=O)c1ccc(NC(=O)C2CCCO2)cc1 (stereo unspecified)	0.1%	2%	0.0%	-1.1	-4%	-0.1%	-3%	16%	-2%	42
Nc1n[nH]c(-c2ccccc2)c1-c1ccccc1	6.7%	-5%	-0.3%	-0.4	5%	0.0%	-7%	-4%	-4%	41
COCc1cc(C)nc2sc(C(=O)Nc3ccccc3C)c(N)c12	-0.2%	5%	0.2%	0.7	7%	-0.3%	5%	14%	3%	52
CCN1C(C#N)=C(C#N)N=C(C)CC1(C)C	0.7%	12%	0.3%	-0.2	-7%	5.2%	-3%	?	-10%	61
CN(C)c1ccc(C(=O)c2ccccc2C(=O)O)cc1[N+](=O)[O-]	-1.3%	-9%	-0.4%	-0.1	-1%	1.4%	-5%	-17%	-2%	45
Cc1ccc(NC(=O)CCc2c(C)nn(-c3ccc(N4CCOCC4)nn3)c2C)cc1C	-0.2%	0%	-0.2%	1.1	-2%	-0.3%	-14%	4%	-7%	49
O=[N+]([O-])c1cc([N+](=O)[O-])c2cccnc2c1O	-0.9%	18%	0.2%	0.4	-1%	.	6%	-2%	.	70
COc1c(N2CCN(C(=S)NC3CC4CCC3C4)C(C)C2)c(F)cc2c(=O)c(C(=O)O)cn(C3CC3)c12 (stereo unspecified)	6.8%	-19%	0.3%	5.7	3%	1.5%	-3%	22%	2%	58
COc1ccc(-c2nnc(SCC(=O)NC(C)C)n2CC2CCCO2)cc1OC (stereo unspecified)	0.3%	-9%	-1.0%	-0.5	-5%	-1.0%	-10%	-6%	-3%	71
CCCC(=O)Nc1sc(C(=O)OC)c(C)c1C(N)=O	0.0%	10%	-0.3%	0.2	2%	0.1%	24%	-18%	-7%	58
CCCCCC(=O)Nc1nc(C)c(-c2csc(Nc3ccccc3OCC)n2)s1	4.4%	2%	-0.1%	0.8	-2%	0.8%	26%	19%	-8%	86
Cc1ccnc(NS(=O)(=O)c2cc(-c3cc(C)no3)ccc2C(C)C)c1	0.3%	-8%	-0.1%	-0.1	-6%	0.2%	-6%	12%	3%	50
Cn1c(CO)cnc1SCc1ccc([N+](=O)[O-])cc1	-2.7%	9%	0.8%	-1.2	-2%	0.5%	-5%	-28%	-6%	36
CC1(C)CC(NC(=O)c2cc(Cl)ccc2Cl)CC(C)(C)N1	0.7%	7%	0.1%	-0.4	0%	-1.2%	9%	2%	1%	57
CCNc1nc(NCC)n2c(SCC(=O)NCC3CCCCC3)nnc2n1	-1.1%	14%	0.7%	-1.0	-6%	-0.2%	-2%	0%	-12%	91
CC(C)n1c(SCC(=O)Nc2ccccc2)nc2c1c(=O)n(C)c(=O)n2C	0.1%	-3%	-0.4%	0.3	-7%	0.0%	-2%	-5%	-5%	41
Cn1c(=O)c2sccc2n2c(CCCC(=O)NCc3ccc(F)cc3)nnc12	-0.9%	14%	-0.1%	5.5	-2%	0.3%	0%	9%	-4%	37
Cc1c(C(=O)N/N=C/c2ccc(Cl)cc2)[nH]c2ccc(Cl)cc12	0.0%	1%	-0.2%	2.2	-10%	0.0%	-11%	26%	3%	73
O=C(CSc1nc2c(c(C(F)(F)F)n1)CCc1ccccc1-2)NCc1ccco1	-0.6%	-2%	-0.1%	4.6	-3%	-0.1%	7%	-4%	6%	42
CCOC(=O)CSc1nnc([C@@H](NC(=O)OC(C)(C)C)C(C)C)o1	-1.3%	4%	-0.1%	0.0	4%	0.1%	6%	-5%	-4%	51
Cc1ccccc1NC(=O)C1CCCN(C(=O)Nc2ccc(F)cc2)C1 (stereo unspecified)	2.0%	-1%	-0.2%	2.1	0%	1.6%	2%	-10%	-7%	48
Cc1nc2ccccc2c2oc(C(=O)NCCN3CCN(C)CC3)cc12	-0.9%	-3%	-0.2%	1.2	-2%	6.9%	8%	-4%	-1%	65
S=c1nc(-c2ccccc2)[nH]n1-c1ccccc1	-1.0%	-4%	-0.1%	.	-3%	2.7%	-17%	4%	-6%	.
CC(=O)NC1=C(N(C)C2CCS(=O)(=O)C2)C(=O)c2ccccc2C1=O (stereo unspecified)	4.3%	6%	0.4%	-3.5	-4%	-0.2%	0%	-14%	4%	67
O=C(c1ccccc1)C1CCN(CC(=O)N2CCN(c3ccccc3)CC2)CC1	-0.4%	0%	-0.1%	0.6	-2%	0.0%	21%	3%	-1%	40
FC(F)(F)c1nc(NCc2cccnc2)c2ccccc2n1	2.0%	4%	-0.1%	0.8	9%	1.4%	9%	2%	.	65
CC1(C)NC(=O)N(CCOc2cccc(Oc3ccccc3)c2)C1=O	2.2%	-4%	-0.1%	0.8	0%	0.4%	4%	-8%	-5%	70
Clc1ccc(-c2nnnn2-c2ccc(Cl)cc2)cc1	-0.2%	-10%	-0.2%	2.0	18%	.	7%	14%	.	70
COC(=O)C1=C(N)Oc2cc(C)n(Cc3cccnc3)c(=O)c2C1c1cccc(OC)c1OC (stereo unspecified)	-2.3%	4%	0.2%	1.7	3%	-0.5%	-5%	-3%	1%	42
CC(=O)Nc1ccc(S(=O)(=O)Nc2cccc(-n3cnnn3)c2)cc1	-1.1%	0%	-0.2%	0.0	8%	0.5%	6%	5%	-10%	58
Cc1cc(/C=C2/C(=N)N3C(c4ccccc4)=CSC3=NC2=O)c(C)n1-c1ccccc1	19%	3%	-0.2%	1.0	-8%	2.8%	-2%	36%	3%	71
COCCn1c(SCc2nnc(-c3ccccc3)o2)nc2sc3c(c2c1=O)CCC3	2.8%	-6%	-0.3%	.	2%	-0.2%	7%	-4%	-6%	.
COc1ccc(NC(=S)NC(=O)c2csnn2)cc1	0.1%	13%	0.1%	-0.2	6%	-0.4%	25%	-7%	-1%	60
O=C(Nc1cccnc1)C12CC3CC(CC(C3)C1)C2	-0.1%	11%	0.0%	-1.5	8%	0.4%	-8%	6%	6%	56
CCn1c(=N)c(S(=O)(=O)c2ccccc2)cc2c(=O)n3ccccc3nc21	-1.4%	-2%	0.5%	2.2	5%	0.2%	14%	11%	21%	82
COc1cc(-c2nnc(NC(=O)c3ccc(S(=O)(=O)N4CCOCC4)cc3)o2)cc(OC)c1OC	4.0%	-10%	-0.1%	1.0	0%	.	10%	8%	.	100
CCOc1nc(-c2ccc(Cl)cc2)nc2ccccc12	0.0%	-2%	-0.2%	9.4	-8%	3.2%	7%	3%	-6%	78
COC(=O)CSc1nc2sccc2c(=O)n1-c1ccccc1	0.6%	-3%	-0.1%	1.2	1%	-0.4%	0%	7%	-9%	48
O=C(CSc1nnc(COc2cccc3cccnc23)o1)N1CCCC1	-0.5%	-2%	-0.3%	6.1	2%	0.2%	1%	7%	-8%	53
Cc1nn(-c2ccccc2)c(Cl)c1C(=O)Nc1ccc(N2CCOCC2)cc1	-2.3%	5%	1.2%	0.7	1%	-0.4%	-1%	0%	-5%	48
CCOC(=O)Cn1c(S(=O)(=O)Cc2ccccc2)nc2ccccc21	2.3%	-8%	-0.1%	0.0	5%	0.5%	3%	13%	-2%	57
O=C(C(NS(=O)(=O)c1cccc2nsnc12)c1ccccc1)N1CCN(c2ccccn2)CC1 (stereo unspecified)	-1.5%	-3%	0.0%	2.3	2%	1.1%	18%	-3%	-4%	88
O=C(CN1CCN(c2ccc(F)cc2)CC1)NCc1ccc(F)cc1	0.9%	14%	-0.1%	-0.5	-2%	0.1%	-15%	4%	-5%	44
CC(C)c1ccc2[nH]c(O)c(N=NC(=S)NCCc3ccccc3)c2c1	-2.2%	8%	-0.2%	20	-3%	0.0%	10%	26%	-8%	72
C/C(=N\Nc1ccccc1Cl)c1ccc(-n2ccnc2)cc1	-4.0%	4%	0.5%	9.8	-2%	0.2%	-4%	20%	-5%	57
O=C(CN1C(=O)C2C3CCC(C3)C2C1=O)OCC(=O)c1cccc([N+](=O)[O-])c1 (stereo unspecified)	1.1%	13%	-0.3%	0.7	-1%	0.2%	-3%	15%	-4%	85
CCSc1nnc(Cn2c(=O)sc3ccccc32)n1-c1ccc(OC)cc1	-1.9%	-16%	0.4%	2.0	4%	5.6%	13%	6%	7%	62
COc1cc(OC)c(OC)cc1/C=N/Nc1ncnc2c1[nH]c1ccc(C)cc12	-4.4%	-6%	0.0%	4.8	0%	0.9%[50 µM]	10%	36%	2%	42
COc1ccc(/C=C2\N=C(SC)SC2=O)cc1OC	-1.4%	2%	-0.1%	6.6	4%	0.2%	25%	-4%	3%	54
CC(OCCN1CCCC1)(c1ccc(F)cc1)c1ccc(F)cc1	3.9%	-2%	-0.2%	-1.5	6%	3.0%[50 µM]	24%	-1%	-5%	71
COc1cc(/C=C2\SC(=S)N(C(C(=O)O)c3ccccc3)C2=O)ccc1O (stereo unspecified)	47%	-4%	-0.3%	-1.1	-8%	-0.1%	-12%	3%	?	65
COc1cccc(NC(=O)Cn2cnc3c(oc4nc5c(cc43)CCCC5)c2=O)c1	-1.1%	19%	0.0%	0.4	-7%	0.2%	13%	31%	1%	48
COc1ccccc1Nc1nc(-c2cccc(N3C(=O)c4ccccc4C3=O)c2)cs1	5.2%	-1%	-0.2%	2.4	-6%	-1.7%	12%	49%	-1%	61
CCOc1cc(/C=N/O)ccc1OCc1ccc(F)cc1	1.7%	20%	-0.2%	1.1	9%	3.4%	11%	6%	0%	46
O=C(Nc1ccccc1N1CCOCC1)c1cccc(Oc2ccccc2)c1	-1.4%	-12%	0.4%	2.6	3%	0.3%	5%	8%	-7%	55
CN(C)CCCN1C(=O)C(=O)/C(=C(/O)c2ccncc2)C1c1cccc(Br)c1 (stereo unspecified)	-2.0%	3%	0.2%	0.3	-2%	0.1%	9%	?	1%	42
